PLCg1 inh: PLC-gamma1 (human) inhibition, primary screen. purified PLC-gamma1, fluorogenic substrate, fluorescence. P19174. actives 0.84% (n = 370,000). inhibition, % at 12.2 µM; in the data active = inhibition above about 9.5%
KLK7 zymogen act: proKLK7 (human) activation, primary screen; P49862; purified proKLK7, EDANS-DABCYL substrate fluorescence; 100% is mature enzyme control, 0% vehicle; activation, % at 7 µM; actives 0.9% (n = 370,000); AID 652039;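 active = activation above the mean of all tested compounds plus 3 SD, computed per campaign excluding outliers beyond control limits, cut at about 13% in these data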
ADAM17 inh: inhibitors of human ADAM17. AID 720648. recombinant ADAM17, EDANS/DABCYL FRET peptide cleavage. P78536. actives 0.83% (n = 370,000). inhibition, % at 6.95 µM;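 active = inhibition above the mean of compounds lying between control limits plus 3 SD, set per campaign, cut at about 8.5% in these data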;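 note: 0% = DMSO-only wells as the low control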
ASAP1 GAP inh: ASAP1 ArfGAP inhibition. Q9ULH1. ASAP1-stimulated ARF1 GTP hydrolysis, GDP FP detection. inhibition, % at 16.5 µM. actives 0.19% (n = 360,000); in the data active = inhibition above about 25%;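 note: 0% = vehicle with enzyme and substrate and 100% = no enzyme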
Target sequence (Q9ULH1 325-724 limits assumed): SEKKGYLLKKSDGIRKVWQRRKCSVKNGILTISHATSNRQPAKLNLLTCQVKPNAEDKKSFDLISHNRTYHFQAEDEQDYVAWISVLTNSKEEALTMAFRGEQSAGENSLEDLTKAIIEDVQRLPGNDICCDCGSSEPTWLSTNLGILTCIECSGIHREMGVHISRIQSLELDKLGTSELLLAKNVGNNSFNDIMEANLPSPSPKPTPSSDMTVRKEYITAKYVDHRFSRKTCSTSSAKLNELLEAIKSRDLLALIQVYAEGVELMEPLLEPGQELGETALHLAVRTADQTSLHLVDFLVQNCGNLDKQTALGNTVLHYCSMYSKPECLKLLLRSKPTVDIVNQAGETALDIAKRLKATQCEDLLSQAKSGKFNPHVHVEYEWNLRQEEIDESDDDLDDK
DDE Tn6 FP inh: inhibitors of Tn6 peptide binding to human fibrin DD(E); P02675; Fibrin DD(E) TRITC-Tn6 fluorescence polarization displacement; inhibition, % at 8.3 µM; actives 0.21% (n = 370,000);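 active = inhibition above a per-campaign cutoff: mean of compounds within control limits plus 3 SD, cut at about 15% in these data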;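 note: 0% = median of all compound wells on the plate and 100% = blocking peptide control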
Target sequence (P02675 whole entry, looked up): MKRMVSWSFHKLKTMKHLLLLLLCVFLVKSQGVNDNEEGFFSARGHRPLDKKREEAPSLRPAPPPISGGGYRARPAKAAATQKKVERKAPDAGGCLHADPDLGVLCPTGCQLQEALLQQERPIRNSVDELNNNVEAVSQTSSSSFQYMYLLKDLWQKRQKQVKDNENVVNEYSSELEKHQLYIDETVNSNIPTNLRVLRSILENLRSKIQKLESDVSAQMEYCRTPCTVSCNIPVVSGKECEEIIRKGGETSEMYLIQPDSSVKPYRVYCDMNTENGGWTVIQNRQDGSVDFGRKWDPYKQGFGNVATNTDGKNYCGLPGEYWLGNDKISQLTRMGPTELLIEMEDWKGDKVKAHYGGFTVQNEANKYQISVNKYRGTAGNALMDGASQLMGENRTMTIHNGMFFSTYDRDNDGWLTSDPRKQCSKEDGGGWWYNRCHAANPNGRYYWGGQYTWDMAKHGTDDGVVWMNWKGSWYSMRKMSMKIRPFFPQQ
DDE Tn7 FP inh: DD(E)-Tn7 binding inhibition, primary FP screen | P02675 | FP displacement of FITC-Tn7 peptide from fibrin DD(E); 0% = median of compound wells per plate | inhibition, % at 8.3 µM | actives 0.13% (n = 370,000) | AID 720508;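 active = inhibition above the mean of compounds falling within the control limits plus 3 SD of them, cut at about 14% in these data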;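 note: 0% = plate median of compound wells and 100% = 10 µM Aha-Tn7 peptide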
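assay system = human clot-derived fibrin DD(E) complex | quantity = Fibrin-DD(E) at 2 µM final | timing = 10 min preincubation, 3 h with tracer, room temperature | signal = fluorescence polarization | measure = percent inhibition | benchmarks = high control wells with 10 µM unlabelled Aha-Tn7 peptide (full inhibition) | replicates = singlicate testing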
ARFGAP1 inhibitor: inhibits rat ARF GTPase activating protein 1; Arfgap1-stimulated ARF1 GTP hydrolysis, GDP FP detection; inhibition, % at 16.5 µM; actives 0.26% (n = 360,000);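 active = inhibition above a per-plate limit, mean inhibition of low control wells plus 3 SD, cut at about 25% in these data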;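 note: 0% = DMSO wells with enzyme and 100% = wells lacking Arfgap1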
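Material: rat Arfgap1 catalytic domain, aa 1-136; also added: human ARF1(Δ1-17)-GTP substrate; compound dosing: one concentration, 16.5 µM, DMSO 1.26%; incubation: GTP hydrolysis reaction 2 h at 25 °C; measured by: Tracer-displacement fluorescence polarization with EDTA stop, 620/688 nm; evaluation: % inhibition from polarization; repeats: one replicate per compound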
MBD2 inh: blocks human MBD2 binding to methylated DNA; Q9UBB5; TR-FRET, MBD2 binding to methylated oligonucleotide; inhibition, % at 4.4 µM; actives 0.31% (n = 370,000); in the data active = inhibition above about 13%
UHRF1 MBD2 ctr: blocks human UHRF1 binding to methylated DNA | actives 0.75% (n = 370,000) | Q96T88 | UHRF1 binding to methylated oligo, TR-FRET | inhibition, % at 4.4 µM | AID 687016; in the data active = inhibition above about 21%;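 note: UHRF1 SRA domain binding a hemimethylated CpG hairpin DNA probe; 0% = median of test compound wells and 100% = reference inhibitor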
PLCb3 inh: blocks human PLC-beta3 enzyme activity | inhibition, % at 12.2 µM | Purified PLC-beta3, fluorogenic substrate, fluorescence | Q01970 | actives 0.18% (n = 370,000); in the data active = inhibition above about 11%;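 note: 0% = median of compound wells on plate and 100% = full blocker control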
Active calls of the source: *. This is a random part of the collection. About 4.1% of those tested had a hit in this group.

No.	Compound	PLCg1 inh	KLK7 zymogen act	ADAM17 inh	ASAP1 GAP inh	DDE Tn6 FP inh	DDE Tn7 FP inh	ARFGAP1 inhibitor	MBD2 inh	UHRF1 MBD2 ctr	PLCb3 inh
1	CC(C)[C@H](NC(=O)c1ccccc1)C(=O)N1CCc2ccccc21	5	0.8	2	-1	-11	0	-7	-4	-4	0
2	O=C(Cc1ccc([N+](=O)[O-])cc1)N/N=C/c1ccc([N+](=O)[O-])o1	1	-0.2	-2	13	-7	-2	19	-3	1	-9
3	CC(=O)Nc1ccc(S(=O)(=O)Nc2nc3ccccc3nc2-n2ccc(=NC(=O)c3ccc(F)cc3)cc2)cc1	-60	81*	-8	-12	-7	-2	-3	-10	-36	-80
4	N=c1ccn2c(n1)O[C@H]1[C@@H](CO)[C@H](O)O[C@H]12	1	0.6	-5	-1	4	10	-6	1	0	0
5	C=CCOc1ccc(Br)cc1/C=C1\NC(=S)N(C(C)=O)C1=O	-8	0.4	-4	1	6	7	-5	-11	-8	-14
6	Fc1ccc(CSc2ncnc3ccccc23)cc1	0	-0.2	1	-3	2	2	-7	-4	7	-6
7	Cc1cccc(C=Nc2ccc3c4c(cccc24)CC3)c1O	-379	-2.0	0	4	0	-2	-6	-7	-1	-398
8	CNc1nc(C)c(C(=O)c2ccc(Cl)cc2)s1	-3	-0.7	0	-5	5	6	2	-9	1	-3
9	CCOC(=O)c1ccc(NS(=O)(=O)c2cnc[nH]2)cc1	6	-1.0	9.3*	-9	5	-4	7	-3	4	4
10	O=C(O)/C(=C\c1ccc(-c2ccc(F)cc2)o1)c1ccccc1	-39	0.3	-7	0	0	6	0	3	2	-55
11	Cc1cccc(NC(=O)CNC(=O)CSc2ncccn2)c1C	-1	0.4	-1	-2	2	-7	10	-3	-2	3
12	Cn1cc(Cl)c(/C=C(\C#N)S(=O)(=O)c2ccccc2)n1	-13	-0.9	-4	-5	5	4	-1	2	-3	-21
13	COc1cc(OC)cc(C(=O)OCC(=O)Nc2cccc(S(=O)(=O)NC3=NCCCCC3)c2)c1	7	0.9	-5	7	-1	-7	1	-4	0	1
14	CCn1nc(C)c(CN2CCCC(CNS(=O)(=O)c3ccc(OC)cc3)C2)c1C (configuration not stated)	4	-0.3	-7	12	8	-1	-4	8	1	-9
15	COC(=O)c1c(Oc2nc(OC)cc(OC)n2)cccc1Oc1nc(OC)cc(OC)n1	3	0.1	5	4	-2	-1	-2	-2	0	4
16	COc1ccc(C2Nc3ccccc3C(=O)N2Cc2ccccc2)cc1CN1CCOCC1 (configuration not stated)	-325	-3.6	-348	-2	1	-1	7	0	-1	-480
17	CCOC(=O)C1CCCN(C(=O)CN2C(=O)/C(=C/c3ccc(OC)cc3)Oc3ccccc32)C1 (configuration not stated)	-185	-8.3	-12	-3	4	3	-4	6	22*	-206
18	CCOCCCn1cnc2c3cc(F)ccc3n(C)c2c1=O	-5	0.8	-76	-4	3	-6	4	-2	2	-15
19	COc1ccccc1NC(=O)Nc1nnc(CC(=O)Nc2ccccc2)s1	1	0.6	2	7	-4	-2	19	-3	-2	-4
20	Cc1ccc(CCNC(=O)CCS(=O)(=O)Cc2ccc(C)cc2)cc1	-1	-0.2	-2	4	-2	6	7	-1	-1	-3
21	COC(=O)c1ccccc1NCC(=O)c1ccc(OC)cc1	-1	-0.6	1	2	3	-4	-3	-3	-1	-3
22	CCOC(=O)C1CCN(C(=O)COc2ccc(N(C)S(=O)(=O)c3cccs3)cc2)CC1	0	0.0	-4	-13	-6	0	-1	2	-2	0
23	CCN(CC(=O)Nc1cc(Cl)ccc1Cl)C(=O)c1ccc(-n2cccn2)cc1	-7	0.0	0	-24	-5	-4	6	3	2	-10
24	O=S(=O)(Nc1ccc(N2CCCCC2)cc1)c1ccccc1F	-1	-0.3	-1	0	-9	-1	12	1	-2	-6
25	C/C(=N\NC(=O)CNC(=O)c1ccc2c(c1)OCCO2)c1ccco1	5	0.3	-5	-2	-3	-5	6	7	8	-5
26	Cc1cccc(N2CN(Cc3cccnc3)CNC2=S)c1C	1	-0.2	-3	-8	2	-9	-1	1	0	2
27	CC1(C(=O)NS(=O)(=O)c2ccccc2)CCN1C(=O)Cc1cccc2ccccc12 (configuration not stated)	-2	0.1	-1	-9	-2	-3	6	5	-1	0
28	O=C(COC(=O)C1(c2ccc(F)cc2)CCCC1)N1CCN(C(=O)c2ccco2)CC1	2	0.3	-3	1	3	-3	1	5	2	2
29	O=C(c1cc([N+](=O)[O-])ccc1N1CCCC1)N1CCCCC1	1	-0.3	1	1	2	4	-14	-4	2	-1
30	Cc1ccccc1N(CC(=O)NCCSc1ccccn1)S(=O)(=O)c1ccccc1	0	-0.6	2	-2	2	0	17	-3	-1	0
31	COc1cc(Cl)c(C)cc1NCC(=O)Nc1cccc(S(=O)(=O)N2CCCC2)c1	-3	0.4	1	-4	-1	1	-11	-6	-4	-10
32	CCCCNC(=O)CSc1nc2c(sc(=S)n2-c2cc(Cl)ccc2OC)c(=O)[nH]1	3	0.1	0	-3	0	2	3	0	1	-3
33	CCOC(=O)[C@]12CCCC=C1N(Cc1ccc(Cl)cc1Cl)C(=O)[C@H](CC(=O)NCc1cccs1)C2	2	0.9	8	21	-15	-5	12	2	6	-7
34	Cc1ccc(C)n1CCN1CCN(CC(=O)Nc2ccc(S(N)(=O)=O)cc2)CC1	-4	-0.1	4	13	4	-1	11	-3	1	-14
35	N#Cc1ccc(OCC(=O)NC2=NCCS2)cc1	4	-0.5	1	4	5	7	-7	0	2	-3
36	Cc1ccccc1NC(=O)NCC1CCN(c2ccc(S(=O)(=O)N3CCOCC3)cc2)CC1	2	-0.3	-2	3	3	-5	14	0	2	-8
37	Cc1cc(F)ccc1S(=O)(=O)N1CCCOC1CNC(=O)C(=O)NC1CC1 (configuration not stated)	3	-0.4	-6	10	-5	-4	12	2	3	-4
38	Cc1csc(Nc2ccccc2C(F)(F)F)n1	-3	0.0	-5	5	-5	1	-5	-2	0	0
39	CC1=NN(C(=O)c2ccncc2)C(=O)C1N=Nc1ccc2ccccc2c1 (configuration not stated)	0	-0.8	-2	-8	0	-2	2	-2	-5	0
40	CCOc1ccc(NC(=O)c2c(N)n(C)c(=O)[nH]c2=O)cc1	1	0.5	-5	3	3	1	-2	1	-4	2
41	O=C(CNC(=O)c1ccccc1Cl)Nc1ccc(F)cc1	0	0.8	4	-1	6	2	14	1	1	3
42	O=C(c1ccco1)N1CCN(S(=O)(=O)c2cccc([N+](=O)[O-])c2)CC1	-1	0.4	-5	9	-1	-4	2	-1	1	1
43	Cc1ccc(S(=O)(=O)N(CC(=O)N2CCCC2)C2CCCCC2)cc1	0	-0.2	-1	6	3	5	3	-7	1	1
44	O=C(Nc1ccc2cn[nH]c2c1)c1ccc(Cl)c(S(=O)(=O)N2CCOCC2)c1	-2	0.5	0	-4	-4	-1	0	-1	-3	0
45	Cc1ccc2c(c1)N(C(=O)CCC(=O)NCc1cccnc1)CCO2	-1	0.2	-1	6	-2	-12	-2	5	0	-1
46	CCN(Cc1ccc(Br)s1)C(=O)CSc1nnc(C2CC2)n1C1CC1	0	0.1	-6	1	4	1	-1	1	1	-2
47	COCC1CCCN(C(=O)c2cc(COc3cccc4cccnc34)on2)C1 (configuration not stated)	-36	0.9	-11	-3	3	3	-3	-1	0	-71
48	Cn1c(C(=O)NCCN2CCN(Cc3ccccc3)CC2)cc2c(=O)n(C)c3ccccc3c21	-2	0.0	-8	-24	12	-2	-4	2	0	-7
49	CC(C)(C)NC(=S)NCc1cccnc1	3	0.4	0	-2	1	0	2	1	-3	2
50	Cc1cc(C)nc(SCc2nnc(SCC(=O)Nc3ccc(Cl)c(C(F)(F)F)c3)o2)n1	1	0.8	-6	-2	4	0	5	3	0	-1
51	Cc1cc(C(=O)CSc2nc3ccccc3o2)c(C)n1C1CC1	-6	0.9	-2	13	5	4	1	-3	-2	-9
52	COC(=O)c1ccc(C(=O)OC)c(NC(=S)N2CCN(c3ccccc3)CC2)c1	-373	2.6	-349	3	2	-3	2	-3	-5	-434
53	O=C(O)CC1NCCc2ccccc21 (configuration not stated)	2	0.5	2	8	-10	-6	1	-3	-1	-2
54	O=C(Cn1cnc2c(NCc3ccccc3)ncnc21)NCc1ccc2[nH]ccc2c1	-2	-0.7	-5	5	2	-8	2	6	24*	0
55	COc1ccc(C(=O)N/N=C/c2ccc(OC)c(COc3ccc(F)cc3F)c2)cc1	-2	-4.3	4	2	-6	-5	11	4	-3	-9
56	CC(C)CCn1c(Sc2nc3ccccc3s2)nc2c1c(=O)[nH]c(=O)n2C	5	-0.6	0	4	1	-3	0	3	-1	1
57	CCc1ccc(C(=O)NC(CCSC)C(=O)O)cc1 (configuration not stated)	8	-0.1	4	5	8	-1	1	1	2	3

Three structures already listed, arranged by SMILES length, rising.
No.	Compound	PLCg1 inh	KLK7 zymogen act	ADAM17 inh	ASAP1 GAP inh	DDE Tn6 FP inh	DDE Tn7 FP inh	ARFGAP1 inhibitor	MBD2 inh	UHRF1 MBD2 ctr	PLCb3 inh
47	COCC1CCCN(C(=O)c2cc(COc3cccc4cccnc34)on2)C1 (configuration not stated)	-36	0.9	-11	-3	3	3	-3	-1	0	-71
54	O=C(Cn1cnc2c(NCc3ccccc3)ncnc21)NCc1ccc2[nH]ccc2c1	-2	-0.7	-5	5	2	-8	2	6	24*	0
50	Cc1cc(C)nc(SCc2nnc(SCC(=O)Nc3ccc(Cl)c(C(F)(F)F)c3)o2)n1	1	0.8	-6	-2	4	0	5	3	0	-1
